# Tau filament bind – binders of human tau filaments | recombinant tau filaments, thioflavin S fluorescence, 15 h; filaments grown with octadecylsulfate alongside compound | AID 596 | P10636 | Potency, µM (highest dose often 57.1 µM), for the others: at the top dose activity change, negative = inhibition | actives 2% (n = 71,000);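 note: potency is the fitted concentration of half-maximal effect; % is set by controls: 0 for no effect and ±100 for the full control effect; actives lower thioflavin S fluorescence by blocking filaments or displacing dye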
#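 His-tagged recombinant human tau (exons 2, 3, 10; 1 uM final) fibrillized with 30 uM sodium octadecylsulfate, 15 h at 37 C, in pH 7.4 HEPES buffer with 10 uM thioflavine S and 5 mM DTT. Reduced ThS fluorescence (450/510 nm) marks activity.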
# ERK AVP inh – vasopressin-driven ERK pathway inhibition; HEK293-V1b, vasopressin-stimulated pERK AlphaScreen; Potency, µM (series often up to 57.5 µM), for the others: at the highest dose activity, negative = inhibition, usual class: inhibitors; actives 0.99% (n = 72,000); AID 995; note: potency is the fitted concentration of half-maximal effect; % is set by controls: 0 for no effect and ±100 for the full control effect; nearly all actives have a fitted effect of over 55% in size
#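 qHTS, compounds titrated on V1b-expressing HEK293 cells. Preincubation 30 min at 37C, vasopressin 25 nM for 5 min, lysis 10 min, bead incubation 5 hr at room temperature.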
# HEK293 cAMP cs – parental HEK293 cAMP activation (counter-screen). Potency, µM (doses to about 57.1 µM), without a hit: at the highest dose activation, actives largely listed as activators. parental HEK293 CNG cAMP sensor, membrane potential fluorescence. AID 938. actives 2.5% (n = 73,000); note: potency is the fitted concentration of half-maximal effect; % of control where 0% means no effect; nearly all actives have a fitted effect of over 55% in size
#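 Parental HEK 293 cells stably expressing a cAMP-gated CNG channel were loaded with membrane potential dye containing 100 uM RO 20-1724 for 60 min. Compound added for 30 min; depolarization read as fluorescence intensity at 590 nm.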
# Casp7 inh – caspase-7 (human) inhibition, allosteric or competitive; P55210; recombinant caspase-7, Ac-DEVD-AFC fluorescence rate; Potency, µM (top dose mostly 57.5 µM), inactives show top-dose activity change, negative = inhibition, usual class: inhibitors; actives 0.02% (n = 75,000); active = well fitted inhibition curve with a large enough effect in the main read-out, with a control signal flat, not every such curve was filed as active; inconclusive = small, poorly fitted or top-dose-only effect, or a change in a side signal; note: potency is the fitted concentration of half-maximal effect; % of control where 0% means no effect
# Target sequence (P55210 24-198 limits assumed): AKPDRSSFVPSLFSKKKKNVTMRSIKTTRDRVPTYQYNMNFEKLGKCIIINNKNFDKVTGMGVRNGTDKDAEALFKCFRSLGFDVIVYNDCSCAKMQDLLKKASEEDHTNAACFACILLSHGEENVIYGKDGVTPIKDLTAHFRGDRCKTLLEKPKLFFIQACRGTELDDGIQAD
# Target sequence (P55210 207-303 limits assumed): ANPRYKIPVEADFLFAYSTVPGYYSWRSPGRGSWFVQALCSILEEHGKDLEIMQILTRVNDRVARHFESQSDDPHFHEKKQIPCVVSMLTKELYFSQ
# Luciferase inh – inhibitors of firefly luciferase | purified firefly luciferase, luminescence, 8 min | Potency, µM (top dose mostly 57.1 µM), inactives show at the highest dose activity change, negative = inhibition, usual class: inhibitors | P08659 | AID 411 | actives 2.2% (n = 72,000); note: potency is the fitted concentration of half-maximal effect; % is set by controls: 0 for no effect and ±100 for the full control effect; nearly all actives have a fitted effect of over 40% in size
#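 qHTS concentration-response profiling: light output of P. pyralis luciferase with luciferin and 10 uM ATP, imidazole buffer pH 7.2. Read by luminescence after 8-min room-temperature incubation.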
# BRCT inh red – inhibitors of human BRCA1 BRCT-phosphoprotein interaction (red fluorophore). actives 0.03% (n = 75,000). Potency, µM (top dose mostly 76.9 µM), inactives show at the top dose activity change, negative = inhibition, hits mostly inhibitors. BRCT-phosphopeptide binding, red fluorescence polarization. P38398; note: % is set by controls: 0 for no effect and ±100 for the full control effect
#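 Fluorescence polarization: 100 nM His-tagged BRCA1 BRCT with 100 nM TAMRA-labelled phospho-BACH1 decapeptide, phosphate buffer pH 7.3 with 150 mM NaCl, DTT, 0.01% Tween 20; 12 min RT. Binding inhibition seen as FP decrease.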
# BRCT PPI green – blocks human BRCA1 BRCT binding to phosphopeptide, green readout | P38398 | BRCA1 BRCT-phosphopeptide binding, green fluorescence polarization | Potency, µM (top dose mostly 76.9 µM), for inactives: top-dose activity change, negative = inhibition, actives largely listed as inhibitors | actives 0.05% (n = 75,000) | AID 875;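 note: potency is the fitted concentration of half-maximal effect; plate controls were peptide without protein for full effect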
#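 Fluorescence polarization: His-tagged BRCT (~35 kDa BRCA1 C-terminus, 250 nM) bound to 100 nM fluorescein-labeled phosphorylated 10-aa BACH1 peptide, pH 7.3 phosphate buffer with DTT and Tween 20. Compounds incubated 12 min at room temperature; inhibition read as lowered polarization.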
# A350 fluor – compounds fluorescent in Alexa 350 spectral region. Compound autofluorescence, 340/450 nm, Alexa 350 dye-equivalents; stronger effect = higher value. max dye-equivalent concentration, M. actives 11% (n = 59,000); in the data active = max dye-equivalent concentration above about 10 nM; inconclusive = mostly about 1.1 nM to 9.6 nM
# USP2a inh – USP2a (human) protease inhibition. O75604. actives 0.1% (n = 60,000). USP2a enzymatic assay, qHTS inhibition. AID 927. Potency, µM (highest dose often 38.3 µM), inactives show at the highest dose activity change, negative = inhibition, actives largely listed as inhibitors;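 note: potency is the fitted concentration of half-maximal effect; nearly all actives have a fitted effect of over 60% in size; plate controls were DMSO for no effect and NEM full inhibition control for full effect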
# Target sequence (O75604 whole entry, looked up): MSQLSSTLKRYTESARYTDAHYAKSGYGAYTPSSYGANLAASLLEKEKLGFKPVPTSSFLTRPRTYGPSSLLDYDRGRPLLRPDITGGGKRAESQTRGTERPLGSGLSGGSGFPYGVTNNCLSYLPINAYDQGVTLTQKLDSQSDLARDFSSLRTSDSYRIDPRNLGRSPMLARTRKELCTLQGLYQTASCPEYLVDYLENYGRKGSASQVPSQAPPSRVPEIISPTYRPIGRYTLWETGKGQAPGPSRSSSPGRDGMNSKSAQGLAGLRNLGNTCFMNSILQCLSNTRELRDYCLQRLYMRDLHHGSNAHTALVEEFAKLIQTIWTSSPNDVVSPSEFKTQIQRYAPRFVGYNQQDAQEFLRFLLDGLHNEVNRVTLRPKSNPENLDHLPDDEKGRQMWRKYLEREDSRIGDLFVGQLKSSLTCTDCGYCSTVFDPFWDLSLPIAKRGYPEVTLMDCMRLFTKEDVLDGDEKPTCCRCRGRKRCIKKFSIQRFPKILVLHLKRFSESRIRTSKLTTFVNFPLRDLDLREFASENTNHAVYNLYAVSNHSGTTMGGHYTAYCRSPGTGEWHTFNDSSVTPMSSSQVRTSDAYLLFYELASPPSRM
#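 USP2 core (20 nM final) was preincubated with compound for 30 min at RT in 20 mM Tris-HCl pH 8.0, 2 mM CaCl2, 2 mM beta-mercaptoethanol; Ub-PLA2 (20 nM) plus NBD C6-HPC (20 uM) then added, fluorescence read after 2.5 h.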
# CRE Fsk mod – alters forskolin-stimulated CRE reporter signaling in CHO cells. CHO CRE-bla reporter (cAMP response element driving beta-lactamase), forskolin EC10, beta-lactamase ratio. Potency, µM (doses to about 38.2 µM), for inactives: top-dose activity change, negative = inhibition, hits mostly activators. actives 2.5% (n = 71,000); active = well fitted activation curve with a large enough effect in the signal ratio, with a control signal flat, not every such curve was filed as active; inconclusive = small, poorly fitted or top-dose-only effect, or effect the other way, or a change in a side signal; the % refers to the signal ratio; note: potency is the fitted concentration of half-maximal effect; % of control where 0% means no effect
#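 Cells were plated overnight at 37 °C, exposed to compound titrations plus EC10 NKH 477 for 3 h, then given CCF4 dye for 2 h at room temperature. Blue/green (460/530 nm) ratio was converted to %Activity and AC50 values calculated.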
# Casp1 inh – blocks human caspase-1 allosterically or competitively; P29466; Caspase-1 enzyme, Ac-WEHD-AFC fluorogenic rate; Potency, µM (titrated, usually from 57.5 µM), inactives show at the highest dose activity change, negative = inhibition, actives largely listed as inhibitors; actives 0.03% (n = 75,000); AID 900;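 note: potency is the fitted concentration of half-maximal effect; plate controls were vehicle for no effect and no substrate for full effect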
# The depositor's hits bear a star; i = inactive; ? = inconclusive; . = not tested or not shown; ! = not confirmed by another sample; [ ] = remark or other dose. Unless noted, calls come from the whole dose curve; as a rule, active = well fitted curve in the direction sought with a large enough effect; inconclusive = small, poorly fitted or top-dose-only effect, or another doubt; inactive = no such curve, though single readings can be large; an effect the other way counts as inactive or inconclusive.
SMILES,Tau filament bind,ERK AVP inh,HEK293 cAMP cs,Casp7 inh,Luciferase inh,BRCT inh red,BRCT PPI green,A350 fluor,USP2a inh,CRE Fsk mod,Casp1 inh
CSc1oc(-c2ccccc2)nc1C(N)=O,11%,2%,0%,0%,1%,-0.7%,0.9%,i,1%,5%,2%
CCCc1cc(C(=O)Nc2ccc(C(C)=O)cc2)no1,12%,-2%,8%,-1%,-11%,2.0%,-4.9%,.,.,-5%,3%
O=S(=O)(c1ccccc1)c1nc(-c2ccco2)oc1NCCCn1ccnc1,-2%,-12%,7%,-2%,3%,-0.8%,1.4%,i,7%,?,-4%
COC(=O)c1cc2occc2n1CC(=O)Nc1ccc(C)cc1C,-30%,-8%,?,-4%,1%,1.2%,-0.8%,i,27%,-13%,-3%
O=C(Nc1ccccc1)c1ccc(S(=O)(=O)NCC2CCCO2)cc1 (stereo unspecified),4%,-5%,13%,4%,-37%,0.5%,-0.5%,?,-2%,-2%,0%
O=C1CN(C(=O)CSc2nnc(-c3ccccc3)n2Cc2ccc3c(c2)OCO3)c2ccccc2N1,13%,-15%,10%,1%,0%,0.9%,6.2%,i,28%,4%,-2%
O=C(CN1CCOc2ccccc21)NC1CCN(Cc2ccccc2)CC1,13µM*,-28%,20%,-2%,0%,-0.8%,-0.7%,.,.,3%,0%
CCCS(=O)(=O)N1CCCC(C(=O)NCCN(CC)c2ccccc2)C1 (stereo unspecified),-5%,15%,8%,0%,2%,-1.4%,-3.2%,i,5%,-5%,0%
Cc1cc(C)n(C(=O)c2ccc(NC(=O)C3CC3)cc2)n1,-16%,.,-6%,1%,4%,0.8%,1.7%,.,.,-1%,-9%
CCc1nnc(NC(=O)C2CCCN2S(=O)(=O)c2ccccc2)s1 (stereo unspecified),0%,-1%,2%,0%,-2%,1.3%,-2.3%,1.6e-08M*,7%,?,0%
O=C(c1c[nH]c(=O)n(-c2ccccc2)c1=O)N1CCc2ccccc21,4%,23%,4%,0%,1%,-1.0%,-1.5%,1.2e-08M*,-3%,-23%,0%
FC(F)Sc1ccc(Nc2ncnc3nc[nH]c23)cc1,8%,?,-4%,-1%,-11%,-0.8%,-1.5%,i,-14%,?,1%
Nc1ccc(S(=O)(=O)Nc2nccs2)cc1,-13%,-9%,22%,2%,-5%[25.5 µM],2.3%,1.3%,i,-8%,-3%,-2%
CCn1c(N2CCN(S(=O)(=O)c3ccccc3C(F)(F)F)CC2)nc2ccccc21,4%,32µM*,?,-4%,0%,-1.0%,-2.2%,?,11%,-9%,1%
Cn1cc(S(=O)(=O)NCc2cccs2)c(=O)n(C)c1=O,104%,.,?,-1%,3%,-0.7%,4.9%,.,.,?,-3%
CC(C)(C)C(=O)/C(C#N)=c1\s/c(=C\c2ccncc2)c(=O)n1CCCN1CCOCC1,7%,-25%,-9%,-1%,2%,1.4%,-1.0%,i,-2%,-5%,-3%
Cc1cc(C(=O)Nc2c(C)n(C)n(-c3ccccc3)c2=O)cs1,45%,34%,?,-1%,2%,-0.7%,-7.0%,i,-6%,?,-1%
CCCCCCN(C(=O)CCCCCN1C(=O)NC(C2CC2)C(C(=O)OCc2ccccc2)=C1C)C(C(=O)NCCCC)c1ccc(OCC(=O)OC)c(C(=O)OC)c1 (stereo unspecified),32%,19%,18%,-4%,.,-1.9%,-0.1%,.,.,14%,-4%
Cc1cc(NC(=O)CSc2nc3c(c(-c4cccnc4)c2C#N)CCC3)no1,286%[11.4 µM],-19%,8%[11.4 µM],-5%,0%,1.9%,-0.1%,.,-3%[7.66 µM],?,-7%
Cc1ccc(Br)cc1,-12%,15%,20%,1%,.,-1.4%,-0.1%,.,.,-8%,-4%
O=C(Nc1cccc(Cn2cccn2)c1)c1cc2c(s1)CCCC2,40%,20µM*,28%,-1%,13µM*,-2.2%,1.1%,i,37%[activator],?,-1%
CS(=O)(=O)N(CC(=O)Nc1cccc(F)c1)Cc1ccccc1,-7%,6%,13%,1%,4%,1.1%,-4.0%,?,4%,-5%,0%
COc1ccc2c(c1)cc(C)c1nnc(SCC(=O)N3CCN(C(=O)c4ccco4)CC3)n12,-4%,2%,2%,1%,-1%,-0.2%,-0.4%,i,5%,1%,0%
Oc1cc(O)c2c(c1)O[C@H](c1ccc(O)c(O)c1)[C@H](O)C2,3%[25.6 µM],2%[25.7 µM],?,2%[25.7 µM],-2%[25.5 µM],-0.7%[34.4 µM],-0.9%[34.4 µM],1.4e-08M*!,-10%[17.1 µM],-3%[17.1 µM],-1%[25.7 µM]
CC1(C)Cc2c(sc3nc(SCC(=O)N4CCOCC4)nc(N)c23)CO1,22%,?,?,-7%,-1%,-1.2%,1.3%,i,21%,-6%,-6%
O=C(NC12CC3CC(CC(C3)C1)C2)N1CCN(S(=O)(=O)c2ccc(Cl)cc2)CC1,-2%,-13%,?,1%,0%,-1.3%,-0.2%,i,7%,-3%,-3%
CCOC(=O)N1CCN(C(=O)C2CCCN(c3nc4ccc(OCC)cc4s3)C2)CC1 (stereo unspecified),-10%,-16%,10%,-4%,?,1.5%,-1.8%,.,.,11%,5%
Cn1nc(CC(=O)Nc2ccc3c(c2)OCCO3)c2ccccc2c1=O,10%,?,-1%,-2%,1%,-0.5%,0.5%,i,12%,3%,3%
O=S(=O)(c1ccc2ccccc2c1)N1CCCOC1,-1%,17%,10%,1%,3%,-1.7%,-1.8%,i,-5%,1%,-1%
Cc1ccc(C)c(Cn2nnc3c(=O)[nH]c(C(=O)NCC4CCCO4)nc32)c1 (stereo unspecified),-10%,3%,?,0%,0%,-4.0%,-0.6%,i,?,10%,3%
COc1cc(C(=O)N(Cc2ccco2)Cc2cc3ccccc3[nH]c2=O)cc(OC)c1OC,2%,-20%,-1%,-1%,1%,-0.1%,-0.2%,?,5%,5%,1%
CN(C)CCNC(=O)c1ccc(CS(=O)(=O)c2c(Cl)cccc2Cl)o1,4%,-7%,-1%,-2%,0%,-0.3%,-1.8%,.,.,-3%,-3%
COc1ccc(CCNC(=O)c2c(-c3ccccc3)noc2C)cc1OC,-11%,-9%,34%,-3%,3%,-0.2%,-0.5%,.,.,0%,1%
Cn1c(=O)c(C(=O)COC(=O)c2cc(C(F)(F)F)nc3c(C(F)(F)F)cccc23)c(N)n(Cc2ccccc2)c1=O,.,15%,.,-1%,.,-1.7%,0.3%,.,.,.,-2%
Cc1noc(C)c1COC(=O)c1cc(C)n(-c2ccccc2)c1C,-3%,3%,?,5%,-6%,-0.2%,1.2%,i,-14%,?,-2%
COc1ccccc1NS(=O)(=O)CC12CCC(CC1=O)C2(C)C (stereo unspecified),-3%,-5%,15%,2%,-2%,-1.6%,0.6%,i,5%,8%,-1%
CC1(C)CC(=O)CC(C2(O)C(=O)N(Cc3ccccc3)c3ccccc32)O1 (stereo unspecified),-13%,-3%,7%,-3%,1%,-0.9%,-3.1%,.,.,-7%,1%
COc1ccc2nc3c(nc2c1)C(=O)c1ccccc1-3,.,.,-5%,-5%,.,1.7%,-0.2%,.,.,.,-10%
CCOC(=O)c1c(NC(=O)C2CCCN2S(=O)(=O)c2cccc3nsnc23)sc(C)c1C (stereo unspecified),-24%[11.4 µM],-15%,0%[11.4 µM],1%,-7%,-2.1%,-1.1%,.,3%[7.66 µM],?,-3%
O=C(NCc1ccc(Cl)cc1Cl)c1ccccn1,0%,-3%,25µM*,-4%,3%,-0.5%,-1.5%,?,12%,?,0%
FC(F)(F)c1cc(NC(=S)N2c3ccccc3-n3cccc3[C@H]2c2cccnc2)cc(C(F)(F)F)c1,3%[11.4 µM],-13%[11.5 µM],3%[11.4 µM],?,-1%[11.4 µM],-2.6%[15.4 µM],-0.1%[15.4 µM],1.6e-07M*,.,?,?
CN(C(=O)C1CCOC1)c1nnc(-c2cnccn2)s1 (stereo unspecified),9%,-16%,-10%,4%,5%,-1.2%,-1.6%,i,3%,-3%,1%
CN1CCc2cccc3c2[C@@H]1Cc1ccc(O)c(O)c1-3,?,?,-2%,-1%,-4%[11.4 µM],0.6%,-2.3%,2.7e-08M*!,-5%[17.1 µM],?,2%
CSc1nnc2n(C)c3c(c(=O)n12)C1(CCCC1)Cc1ccccc1-3,.,.,-5%,-11%,.,1.0%,-1.8%,.,.,.,-2%
COc1cc2cc(C(c3nnnn3C3CCCCC3)N(C)C3CCCCC3)c(=O)[nH]c2cc1OC (stereo unspecified),7%,-24%,?,-9%,0%,0.3%,-1.2%,4.2e-08M*,.,13µM*,-10%

# Compound activity deposited in PubChem BioAssay by National Center for Advancing Translational Sciences (NCATS).
